Compound activity deposited in PubChem BioAssay by The Scripps Research Institute Molecular Screening Center.
CHO-K1 Ca antag: M1 antagonist counterscreen hit in parental CHO-K1 cells; ATP-induced calcium, Fluo-8 fluorescence; inhibition, % at 3 µM; 0.6% of 360,000 active; AID 602250;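 active = inhibition above a per-plate cutoff, the plate's mean sample inhibition plus 3 SD, cut at about 24% in these data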;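 note: 0% = DMSO plus EC80 ATP and 100% = DMSO alone without ATP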
TAAR1 agonist: human TAAR1 agonists, primary screen, Fluo-8 calcium fluorescence, CHO RD-HGA16 cells; activation, % at 3 µM; AID 624467, 2012; vehicle wells 0%, saturating PEA agonist 100%; Trace amine-associated receptor 1 (Homo sapiens), Q96RJ0; 0.99% of 360,000 active;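 active = activation above the mean activation of all test compounds in the run plus 3 SD, cut at about 38% in these data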
Target sequence (Q96RJ0 whole entry, looked up): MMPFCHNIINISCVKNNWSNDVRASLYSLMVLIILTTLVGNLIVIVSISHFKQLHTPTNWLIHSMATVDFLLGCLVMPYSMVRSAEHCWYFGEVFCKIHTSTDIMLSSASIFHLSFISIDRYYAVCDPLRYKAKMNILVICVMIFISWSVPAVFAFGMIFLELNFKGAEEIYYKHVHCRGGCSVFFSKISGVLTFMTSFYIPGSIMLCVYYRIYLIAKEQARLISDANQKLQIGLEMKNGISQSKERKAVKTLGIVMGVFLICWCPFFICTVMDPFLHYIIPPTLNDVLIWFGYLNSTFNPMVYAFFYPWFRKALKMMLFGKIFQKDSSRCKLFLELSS
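Benchmarks: low control DMSO, high control PEA (EC100); System: CHO RD-HGA16 cells carrying human TAAR1 plus Gα16; Detection: Fluo-8 fluorescence, 5 s baseline then 140 s kinetic read; Schedule: 17-24 h plating, Fluo-8 75 min 37 °C, 30 min RT; Read-out basis: % activation from peak over basal fluorescence ratio, DMSO-to-PEA scaled.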
OXTR potentiate: human OXTR potentiators, primary screen, fluorescence, CHO-OTR cells, Fluo-8 calcium | Oxytocin receptor (Homo sapiens), P30559 | 0.061% of 320,000 active | Fluo-8 calcium fluorescence, potentiator mode; 0% = oxytocin EC15, 100% = EC100 | activation, % at 3 µM;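 active = activation above that plate's cutoff, the mean activation of tested compounds plus 3 SD, cut at about 6.6% in these data, passing the limit was not always enough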;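 note: 100% uses oxytocin at 75 nM as the full agonist control; some results filed as inactive read as strong as hits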
Target sequence (P30559 whole entry, looked up): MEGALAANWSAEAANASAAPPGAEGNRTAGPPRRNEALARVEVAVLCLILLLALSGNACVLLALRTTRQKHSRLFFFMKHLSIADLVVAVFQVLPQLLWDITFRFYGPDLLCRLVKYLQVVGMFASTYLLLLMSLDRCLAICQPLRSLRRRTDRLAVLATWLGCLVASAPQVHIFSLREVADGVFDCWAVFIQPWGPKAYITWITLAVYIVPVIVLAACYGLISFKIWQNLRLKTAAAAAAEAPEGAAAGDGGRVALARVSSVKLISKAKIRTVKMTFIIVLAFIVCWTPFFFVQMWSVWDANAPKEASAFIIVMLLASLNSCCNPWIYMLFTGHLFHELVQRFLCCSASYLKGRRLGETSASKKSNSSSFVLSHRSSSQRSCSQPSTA
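System: human OTR in CHO cells / Also added: sub-maximal oxytocin, roughly EC15 / Control set: EC15 oxytocin low, 75 nM oxytocin high / Schedule: 6 min compound pre-incubation at room temperature, 100 s kinetic read / Compound: single-point 3.0 µM / Replication: singlicate / Technique: Fluo-8 calcium dye fluorescence / Read-out basis: % activation of max/min ratio relative to oxytocin controls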
CHO-K1 Ca PAM: nonselective calcium activators in parental CHO-K1 cells, primary screen, counter-screen for M1 PAM project, cell-based, Fluo-8 calcium fluorescence, full deck, 1536-well; ATP EC20; 0% at ATP EC20, 100% at ATP max; activation, % at 3 µM; 0.02% of 360,000 active;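 active = activation above the run cutoff, the mean activation of all test compounds plus 3 SD, cut at about 40% in these data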;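 note: peak over basal fluorescence ratio in a 140 s read after ATP addition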
TAAR1 antag: human TAAR1 antagonists, primary screen, Fluo-8 calcium fluorescence, CHO RD-HGA16 cells; Trace amine-associated receptor 1 (Homo sapiens), Q96RJ0; antagonist; inhibition, % at 3 µM; 1.5% of 360,000 active; AID 624466, 2012;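 active = inhibition above a per-plate cutoff, the mean inhibition of test compounds on that plate plus 3 SD, cut at about 49% in these data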;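 note: 0% = DMSO plus EC80 beta-PEA response and 100% = DMSO alone without agonist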
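Test system: hTAAR1-expressing CHO RD-HGA16 cells, Gα16-coupled; Probe or stimulus: EC80 β-phenethylamine stimulus; Compound dosing: single nominal final test compound concentration of 3 µM; Timing: 140 s kinetic read after compound, 140 s after agonist; Signal: Fluo-8 calcium-sensitive fluorescence; Measure: % inhibition of agonist calcium response; Controls: DMSO and EC80 PEA controls.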
CHRM1 antagonist: human M1 muscarinic receptor antagonists, primary screen, CHO-K1 cells, Fluo-8 calcium fluorescence, 1536-well | Muscarinic acetylcholine receptor M1 (Homo sapiens), P11229 | CHO-K1 hM1, ACh EC80 antagonist | inhibition, % at 3 µM | 1.3% of 360,000 active;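 active = percent inhibition above its own plate's cutoff, namely the mean of that plate's compound wells plus 3 SD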;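 note: peak over basal fluorescence ratio during 140 s after agonist addition; 0% = ACh EC80 plus DMSO and 100% = DMSO alone without agonist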
M1 ag: human M1 muscarinic receptor agonists, primary screen, Fluo-8 calcium fluorescence, CHO-K1 cells, HTS | 0.33% of 360,000 active | Muscarinic acetylcholine receptor M1 (Homo sapiens), P11229 | activation, % at 3 µM | CHO-K1 hM1, agonist mode; 0% DMSO, 100% acetylcholine EC100;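 active = activation above the run's mean compound activation plus 3 SD, cut at about 16% in these data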;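 note: peak over basal fluorescence ratio within a 140 s kinetic read after compound addition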
M1 ag parental: counter-screen for M1 agonists: effect in parental CHO-K1 cells; AID 602248, 2012; Fluo-8 calcium fluorescence; scaled to maximal ATP response, vehicle zero; activation, % at 3 µM; 0.48% of 360,000 active; in the data active = activation above about 15%;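 note: untransfected CHO-K1 host cells lacking M1 receptor as counterscreen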
CHO parental Ca: ATP-evoked calcium signal inhibitors, parental CHO, primary screen, counter-screen for OX1R antagonist project, cell-based, fluorescence, Fluo-8 calcium dye; parental CHO-K1, ATP-induced calcium, Fluo-8 fluorescence; inhibition, % at 5.6 µM; 0.63% of 330,000 active; AID 463079, 2010;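 active = inhibition above that plate's mean sample inhibition plus 3 SD, cut at about 26% in these data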;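 note: 0% = ATP-challenged DMSO wells and 100% = DMSO wells without ATP; some compounds past the cut are filed as inactive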
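Assay system – parental CHO cells · Reagent – ATP stimulus · Detection – intracellular calcium via Fluo-8 no-wash fluorescent dye · Evaluation – percent inhibition of ATP-evoked calcium rise, normalized to controls · Controls – ATP wells versus no-ATP DMSO wells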
The depositor's hits bear a star; x = no result given.

No.	SMILES	CHO-K1 Ca antag	TAAR1 agonist	OXTR potentiate	CHO-K1 Ca PAM	TAAR1 antag	CHRM1 antagonist	M1 ag	M1 ag parental	CHO parental Ca
1	CCCCCN1C/C=C\C(c2ccc(OC)cc2)N(Cc2ccc(F)cc2)C(=O)C1 (stereo not drawn)	8.3	6.4	-10.3	-12.9	4.2	8.6	-3.7	-1.1	-27.4
2	CCOC(=O)NC(c1ccccc1)C1CCCCC1=O (stereo not drawn)	-2.5	8.5	-19.4	16.2	-8.3	-18.0	-0.5	-0.6	-3.6
3	O=C(CCc1nc2ccccc2s1)NC1CCOC1=O (stereo not drawn)	-10.7	9.1	0.6	22.8	-28.6	-2.3	-0.8	1.1	-2.3
4	CC(C)NC(=O)C1(C)CCN1C(=O)c1ccccc1F (stereo not drawn)	10.1	2.1	x	-2.8	-7.0	-23.0	0.8	0.2	x
5	CCOc1ccc(NC(=O)COc2ccc(C(=O)NCCc3ccccc3)cc2)cc1	29.3*	2.8	2.5	-11.6	12.4	-0.6	-1.6	0.5	0.4
6	Cc1ccc(OCC(=O)N/N=C\c2ccco2)c(C)c1	-20.3	-0.5	-9.2	12.9	-10.5	6.9	-3.6	0.3	3.5
7	O=C(Cc1ccccc1)CC(CC(=O)c1ccccc1)c1ccccc1 (stereo not drawn)	2.6	2.7	x	18.6	34.1	8.8	-1.1	3.7	x
8	CC(=O)c1ccc(OCC(=O)N2CCCC2c2ccc3c(c2)OCCCO3)cc1 (stereo not drawn)	-10.4	1.6	-4.7	-5.4	-2.7	-2.8	-7.3	0.1	-9.3
9	O=C(NC(C(=O)N/N=C/c1ccncc1)c1n[nH]c(=O)c2ccccc12)c1ccccc1 (stereo not drawn)	-10.4	0.4	2.6	13.2	-15.0	-21.6	1.1	1.4	-8.9
10	CC(C)(C)C(=O)NC(=S)Nc1ccc(F)cc1	-9.6	4.1	-6.5	23.6	-22.8	-9.9	-8.2	1.2	-5.7
11	O=C1CN(C(=O)CSc2nnc3ccccn23)c2ccccc2N1	-5.7	3.0	-1.9	23.8	-0.4	-6.2	-8.1	0.0	-4.9
12	COc1ccc(-c2nn(-c3ccccc3)cc2C(=O)n2nnc3ccccc32)cc1	16.1	7.0	-1.7	-5.2	4.1	-7.1	-1.4	-0.1	-7.1
13	CCOC(=O)c1[nH]c(=S)n(-c2ccccc2)c1C(=O)OCC	3.9	0.8	x	7.6	-6.3	-0.7	3.0	-0.5	x
14	CN1CCc2nc(SCc3ccc(Cl)cc3)c(C#N)c(-c3cccs3)c2C1	x	6.5	-6.7	x	-6.3	x	x	x	-4.8
15	CC(C)(C)NS(=O)(=O)c1ccc(CCC(=O)NCc2ccccn2)cc1	-8.1	1.9	-14.2	22.7	3.1	-9.6	0.0	2.3	-12.2
16	O=C(CCn1cccc1)Nc1ccc(F)cc1	-8.8	8.3	-1.6	5.1	-2.6	15.2	-1.7	0.1	-1.9

Taken from above.
#12 – TAAR1 agonist = 7.0
#10 – TAAR1 agonist = 4.1

The list goes on:
No.	SMILES	CHO-K1 Ca antag	TAAR1 agonist	OXTR potentiate	CHO-K1 Ca PAM	TAAR1 antag	CHRM1 antagonist	M1 ag	M1 ag parental	CHO parental Ca
17	Cc1ccc(CNc2nc(N)c([N+](=O)[O-])c(NCCO)n2)cc1	-8.5	7.7	-0.2	20.5	-1.0	-3.4	4.6	2.6	-25.1
18	Cc1ccc2c(c1)/C(=C/c1ccco1)C(=O)N2	-21.1	-0.1	-5.5	27.9	3.8	-9.7	-7.5	0.2	-3.1
19	CCCc1cc(=O)oc2c(C)c(OC(C)C(=O)NCc3ccccn3)ccc12 (stereo not drawn)	-9.7	2.2	-1.4	12.9	-12.3	4.3	-2.9	5.5	-5.8
20	COc1ccc(-n2nnnc2CNC(=O)c2c(-c3ccccc3Cl)noc2C)cc1	-5.4	0.7	x	19.7	3.2	-15.2	-7.3	1.3	x
21	Cc1cc(C)c(NC(=O)C2CC3CCC2C3)c(C)c1 (stereo not drawn)	-4.4	x	-4.3	7.1	x	-13.5	-7.5	0.0	-1.7
22	Cc1cccc(Nc2nc(NCCCN3CCOCC3)nc(N)c2[N+](=O)[O-])c1	-25.8	23.0	-3.3	23.3	2.6	-6.4	-7.8	3.4	-23.6
23	O=C(O)C1CSC2c3ccccc3C(=O)N12 (stereo not drawn)	-18.2	6.3	0.4	16.8	-0.8	-5.9	-4.2	0.8	6.6
24	O=S(=O)(c1ccccc1Cl)N1CCCC1c1nc(-c2cccc(Cl)c2)no1 (stereo not drawn)	2.0	2.8	-16.8	-20.5	-15.1	-17.1	0.4	0.5	-3.5
25	O=C(NCc1ccncc1)c1csc([C@@H]2O[C@H](CO)[C@@H](O)[C@H]2O)n1	-4.9	0.3	x	11.8	1.1	-18.6	-1.2	1.3	x
26	Cc1cccc(C)c1NC(=O)C1(N(C(=O)c2ccccn2)c2ccc(O)cc2)CCCCC1	0.3	8.3	-7.8	23.1	-2.1	5.5	-7.6	1.1	-11.1
27	CC(=O)N/C(=C\c1ccccc1)C(=O)NC(C)C(=O)O (stereo not drawn)	-4.4	3.2	-1.8	-1.4	-33.3	-2.2	-3.9	0.0	11.7
28	Cc1ccc(NC(=O)c2cnn(-c3ccccc3)c2C)cc1C	-4.1	-0.9	-12.7	18.8	0.8	-13.1	-2.3	2.8	-3.6
29	COc1ccc(C(=O)NNC(=O)C2=NN(c3ccccc3)C(=O)CC2)cc1	-10.9	6.2	-2.3	1.1	-1.9	2.9	-0.9	0.3	-8.2
30	COc1cc(NC(=O)CCNC(=O)Cn2cnc3sc4c(c3c2=O)CCCC4)cc(OC)c1OC	5.8	1.8	6.9	-0.1	-12.7	-2.9	-11.1	-0.4	-0.8
31	c1ccc2cc(CCCc3cc4ccccc4cn3)ncc2c1	-8.3	6.2	0.2	9.3	0.4	-14.7	-2.8	-0.2	-17.1
32	C/C=C(/C)C(=O)Nc1cccc(C2=NOC3(C2)C[C@@H](C(N)=O)N(C(=O)CC(c2ccccc2)c2ccccc2)C3)c1 (stereo partly drawn)	-9.0	0.8	-4.8	14.5	-0.7	-7.8	-7.6	0.0	-27.0
33	COc1ccc(-c2nnc(N3CCOCC3)c3ccccc23)cc1	0.8	-0.9	-1.2	-5.9	-1.1	-12.3	-8.4	-0.2	-18.9
34	COc1ccc(C(C#N)=Cc2ccccc2OC)cc1	-9.1	-0.1	x	8.2	0.8	-21.6	-6.4	0.0	x
35	CCCc1[nH]nc2c1C(CCC)C(C#N)=C(N)O2 (stereo not drawn)	-8.3	1.0	-11.0	12.9	-23.4	-3.4	-3.0	0.0	-8.9
36	CC(=O)C1=C(O)C(=O)N(CCC(=O)O)C1c1ccccc1[N+](=O)[O-] (stereo not drawn)	3.5	2.2	0.6	0.4	3.5	-2.6	-3.5	0.4	-20.9
37	CCS(=O)(=O)Nc1ccc(C(=O)OC)cc1	-0.4	2.8	-5.3	1.9	4.3	-8.6	-2.8	0.4	-0.9
38	CN1C(=O)/C(=N/OC(=O)c2ccccc2Br)c2ccccc21	4.0	2.9	0.1	2.4	-8.5	3.3	-1.6	-0.4	-1.9
39	Cc1oc2cc3oc(=O)c(CCC(=O)N[C@H](C(=O)O)C(C)C)c(C)c3cc2c1C	-10.0	3.8	-12.7	-1.4	-17.3	-15.8	-1.9	-0.2	-1.4
40	Cn1c(N)c(C(=O)CSc2ccc3c(c2)OCCO3)c(=O)n(C)c1=O	-6.6	6.9	-17.6	20.7	-1.6	-13.4	4.9	6.4	-1.7

Exported with one line to a screen: entries from further up
33: COc1ccc(-c2nnc(N3CCOCC3)c3ccccc23)cc1
35: CCCc1[nH]nc2c1C(CCC)C(C#N)=C(N)O2 (stereo not drawn)

| screen / no. | 33 | 35 |
| --- | --- | --- |
| CHO-K1 Ca antag | 0.8 | -8.3 |
| TAAR1 agonist | -0.9 | 1.0 |
| OXTR potentiate | -1.2 | -11.0 |
| CHO-K1 Ca PAM | -5.9 | 12.9 |
| TAAR1 antag | -1.1 | -23.4 |
| CHRM1 antagonist | -12.3 | -3.4 |
| M1 ag | -8.4 | -3.0 |
| M1 ag parental | -0.2 | 0.0 |
| CHO parental Ca | -18.9 | -8.9 |

(list continues)
No.	SMILES	CHO-K1 Ca antag	TAAR1 agonist	OXTR potentiate	CHO-K1 Ca PAM	TAAR1 antag	CHRM1 antagonist	M1 ag	M1 ag parental	CHO parental Ca
41	N=C1C(c2nc3ccccc3[nH]2)=C(O)CN1c1ccc(CC(=O)O)cc1	-10.8	1.5	3.6	10.4	-4.9	2.3	0.9	-0.1	-10.1
42	Cc1cccc(NC(=O)CCCn2c(=S)[nH]c3ccccc3c2=O)c1	-10.9	-0.9	-5.3	11.1	-29.4	3.0	-2.2	3.9	-8.7
43	CCN(c1ccc(OC)cc1)S(=O)(=O)N1CCCC(C(=O)NCc2cccc(C)c2)C1 (stereo not drawn)	-0.7	2.9	-9.4	8.0	-2.1	-2.3	-6.5	1.2	-16.1
44	COc1ncnc2c1ncn2CCCNCc1ccccc1	-1.0	1.3	x	21.9	-3.2	-11.8	-8.7	1.4	x
45	COc1ccc(CC(=O)NNC(=O)c2cnccn2)cc1	17.9	6.2	1.6	-9.2	-6.2	-8.6	-4.8	-0.6	0.1
46	CCc1ccc(OCC(O)CN2CCN(CCO)CC2)cc1 (stereo not drawn)	-7.7	1.1	2.0	3.0	-9.9	11.0	-1.2	-0.1	-5.7
